# Mcl1-Noxa inh = Mcl-1/Noxa interaction inhibition; Q07820; TR-FRET Mcl-1/Noxa peptide binding, 2 h; inhibition, % at 21.7 µM; hit rate 1.5% among 220,000;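 active = compounds that cut the protein-peptide binding signal by more than 50% relative to plate controls in a single-dose test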;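 also: His-tagged Mcl-1 with rhodamine Noxa BH3 peptide and terbium anti-His antibody; 0% = Mcl-1 plus Noxa peptide wells and 100% = peptide-only wells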
# Target sequence (Q07820 whole entry, looked up): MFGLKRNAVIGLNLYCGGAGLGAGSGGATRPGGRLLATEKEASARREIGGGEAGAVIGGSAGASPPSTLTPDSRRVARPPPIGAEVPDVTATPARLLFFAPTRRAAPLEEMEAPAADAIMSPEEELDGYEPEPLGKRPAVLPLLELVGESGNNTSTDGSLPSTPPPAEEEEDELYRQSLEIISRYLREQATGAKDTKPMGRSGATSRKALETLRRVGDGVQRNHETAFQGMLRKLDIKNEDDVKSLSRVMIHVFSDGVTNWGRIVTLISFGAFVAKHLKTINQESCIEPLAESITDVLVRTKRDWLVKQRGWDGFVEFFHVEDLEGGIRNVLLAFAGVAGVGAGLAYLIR
# Bcl-XL Bim block = human Bim-Bcl-XL interaction inhibition. Bim peptide-Bcl-XL binding, bead flow cytometry, fluorescence. hit rate 0.04% among 190,000. Q07817. inhibition, % at 10 µM. AID 1007
# RGS4-Gao reg = modulates binding of RGS4 to human Galphao. P09471. Multiplexed bead flow cytometry; actives lie on both sides. binding response (% of control), % at 10 µM. hit rate 0.33% among 220,000; in the data active = binding response below about 49% or above about 150%; inactive = in between;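 also: fluorescent Galphao activated with aluminum fluoride binding bead-coupled RGS4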
# Target sequence (P09471 whole entry, looked up): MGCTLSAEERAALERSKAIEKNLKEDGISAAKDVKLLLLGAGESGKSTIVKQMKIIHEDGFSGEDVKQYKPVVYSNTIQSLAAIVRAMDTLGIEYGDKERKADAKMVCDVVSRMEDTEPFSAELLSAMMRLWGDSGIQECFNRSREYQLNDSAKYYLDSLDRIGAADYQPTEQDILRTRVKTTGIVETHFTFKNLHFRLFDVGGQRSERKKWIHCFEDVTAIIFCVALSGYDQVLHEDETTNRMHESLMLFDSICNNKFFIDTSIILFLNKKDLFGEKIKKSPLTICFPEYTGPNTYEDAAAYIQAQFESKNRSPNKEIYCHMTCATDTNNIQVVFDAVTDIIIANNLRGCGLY
# Bim-Bfl-1 = inhibitors of Bim-Bfl-1 interaction, human; hit rate 0.12% among 190,000; inhibition, % at 10 µM; Q16548; Bead-based flow cytometry, Bim-Bfl-1 binding inhibition; AID 1008;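 also: 0% = wells without compound plus tracer and 100% = blocker peptide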
# Bcl-W Bim block = human Bim-Bcl-W interaction inhibition; AID 952; hit rate 0.02% among 190,000; Q92843; inhibition, % at 10 µM; bead-based flow cytometry, Bim peptide-Bcl-W binding;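 also: 0% = bound tracer without compound and 100% = peptide blocker; higher means less fluorescent Bim peptide bound to Bcl-W beads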
# Target sequence (Q92843 whole entry, looked up): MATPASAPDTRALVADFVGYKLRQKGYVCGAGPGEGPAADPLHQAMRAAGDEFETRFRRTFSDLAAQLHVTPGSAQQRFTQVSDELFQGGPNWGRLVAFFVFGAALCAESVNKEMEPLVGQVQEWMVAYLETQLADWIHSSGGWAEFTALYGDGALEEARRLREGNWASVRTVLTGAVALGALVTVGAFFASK
# Bim-Mcl-1 = human Bim-Mcl-1 interaction inhibition. Q07820. Bead-based flow cytometry, Bim peptide-Mcl-1 binding. inhibition, % at 10 µM. hit rate 0.1% among 190,000. AID 1009;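 also: 0% = no compound tracer wells and 100% = peptide blocker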
# Bim-Bcl-B = human Bim-Bcl-B interaction inhibition; bead-based flow cytometry, Bim peptide-Bcl-B binding; inhibition, % at 10 µM; hit rate 0.073% among 190,000; Q9HD36;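 also: 0% = tracer peptide without compound and 100% = reference inhibitor peptide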
# RGS7-Gao reg = modulates binding of RGS7 to human Galphao; hit rate 0.35% among 220,000; Multiplexed bead flow cytometry; actives lie on both sides; P09471; AID 1439; binding response (% of control), % at 10 µM; in the data active = binding response below about 49% or above about 150%; inconclusive = no clear call, values can overlap the other calls; inactive = in between;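 also: fluorescent Galphao held in activated GDP-AlF4 state binding bead-coupled RGS7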
# Bim-Bcl-2 = human Bim-Bcl-2 interaction inhibition; Bead-based flow cytometry, Bim peptide-Bcl-2 binding; inhibition, % at 10 µM; hit rate 0.06% among 190,000; AID 950; in the data active = inhibition above about 40%; inconclusive = no clear call, values can overlap the other calls;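 also: 0% = no compound wells with probe peptide and 100% = reference peptide inhibitor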
# Mcl1 Bid PPI = Mcl-1/Bid interaction inhibition | Q07820 | TR-FRET Mcl-1/Bid-Dy647 peptide binding, 1536-well | inhibition, % at 21.7 µM | hit rate 0.97% among 220,000;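 active = compounds that cut the binding signal by more than half at the single screening dose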;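 also: His-tagged Mcl-1 with europium anti-His antibody binding Bid BH3 peptide; 0% = Mcl-1 plus peptide wells and 100% = peptide-only wells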
# RGS8-Gao = regulators of human RGS8-Galphao interaction; response (percent of control binding), % at 10 µM; multiplexed bead flow cytometry, RGS8-Galphao binding; actives lie on both sides; hit rate 0.34% among 220,000; in the data active = response below about 60% or above about 140%; inactive = in between;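 also: Galphao activated as the GDP aluminium fluoride complex binding bead-coupled RGS8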
# An asterisk follows results filed as active; ? = inconclusive; · = not tested or not shown. Rule as the data show it, unless noted: active = inhibition above about 40%.
SMILES,Mcl1-Noxa inh,Bcl-XL Bim block,RGS4-Gao reg,Bim-Bfl-1,Bcl-W Bim block,Bim-Mcl-1,Bim-Bcl-B,RGS7-Gao reg,Bim-Bcl-2,Mcl1 Bid PPI,RGS8-Gao
C=CCN(C(=O)CSC1=NC(=O)CN1C(C)=O)c1nc(C)c(-c2ccccc2)s1,24.9,-4.0,106.9,-5.0,-3.0,-2.0,-2.0,101.9,-2.0,-52.9,106.7
Cc1ccc2nc(/C(C#N)=C\c3ccc(N4CCOCC4)o3)[nH]c2c1,-18.5,0.0,103.0,12.0,3.0,-1.0,-5.0,100.6,6.0,-3.1,98.6
COc1ccc(CC(=O)Nc2ccc(S(=O)(=O)Nc3nc(C)cc(C)n3)cc2)cc1,16.9,-3.0,99.6,-8.0,1.0,0.0,-3.0,99.8,-8.0,10.5,98.4
Cc1ccc(OCCOc2ccc(Br)cc2/C=N\NC(N)=O)cc1,6.5,3.0,107.4,0.0,1.0,1.0,-2.0,105.6,1.0,-11.2,104.4
Cc1cccc(Sc2ccc([N+](=O)[O-])cc2[N+](=O)[O-])n1,13.9,-4.0,101.7,-2.0,-1.0,-2.0,-5.0,102.4,2.0,-9.1,103.0
O=C(Nc1nc2ccc(S(=O)(=O)N3CCCC3)cc2s1)c1ccco1,26.2,-3.0,101.4,-1.0,-3.0,0.0,-6.0,101.5,-5.0,21.2,102.3
Cc1occc1C(=O)N/N=C/c1cccnc1,-8.2,0.0,100.7,-1.0,3.0,0.0,-1.0,103.9,1.0,-12.2,102.2
Clc1cccc(Cl)c1Cn1cc(Br)cn1,2.4,0.0,104.4,-10.0,2.0,2.0,-9.0,101.4,-4.0,-6.9,99.5
CCCCN1CCc2c([nH]c3ccccc23)C1=O,13.9,-1.0,94.3,-2.0,-2.0,-3.0,0.0,101.7,-1.0,-34.8,102.4
COC(=O)C(C(=O)Nc1ccccc1C)C1CCCC1 (centres undefined),-4.4,-5.0,100.2,-1.0,1.0,0.0,-3.0,100.5,-5.0,-4.5,99.9
Cc1cccc(OCC(=O)NNC(=O)c2cc3ccccc3oc2=O)c1,1.9,5.0,80.3,0.0,1.0,2.0,7.0,82.6,1.0,-0.8,84.3
CCOc1cc(C(=O)NC(C)COC)cc(OCC)c1OCC (centres undefined),4.4,-10.0,82.4,-19.0,-4.0,-5.0,-10.0,83.0,-14.0,-10.3,88.8
OCC1(Cc2ccccc2C(F)(F)F)CCN(Cc2ccc3c(c2)CCO3)CC1,16.9,-4.0,98.6,-5.0,0.0,0.0,0.0,93.7,0.0,-15.8,101.7
CN(CC(=O)N1CCCCC1)S(=O)(=O)c1cccc2cccnc12,14.2,-4.0,97.7,-5.0,-5.0,0.0,-7.0,97.9,-3.0,0.9,100.2
Cc1ccc2nc(/C(C#N)=C\c3ccc(Oc4ccc(C(F)(F)F)cc4[N+](=O)[O-])cc3)[nH]c2c1,51.4*,0.0,104.9,6.0,-5.0,-3.0,2.0,100.7,4.0,-27.7,110.8
COc1ccc(C)c2sc(=NC(=O)C(C)C)n(C)c12,-31.5,0.0,104.3,-10.0,1.0,0.0,-5.0,103.2,-5.0,4.4,103.5
CCC1CCCCN1S(=O)(=O)c1ccc(C(=O)Nc2nnc(-c3cccs3)o2)cc1 (centres undefined),-62.6,-13.0,96.3,-23.0,-5.0,-4.0,-11.0,97.5,-4.0,-42.9,98.5
CC/C(C)=N/NC(=O)c1[nH]c2ccc(C)cc2c1-c1ccccc1,12.5,0.0,102.3,5.0,0.0,-1.0,1.0,?,1.0,11.8,102.1
COc1ccc(CCNC(=O)c2nnn(-c3ccccc3OC)c2N)cc1OC,19.5,-3.0,96.5,-2.0,-5.0,-7.0,-3.0,93.0,-6.0,5.9,98.1
O=c1[nH]c(SCc2cccc(F)c2)nc2ccccc12,19.9,·,104.6,·,·,·,·,?,·,-0.8,100.8
CCOc1cc(/C=N/n2cnnc2)ccc1OS(=O)(=O)c1ccc(C)cc1,8.7,0.0,102.5,-3.0,-1.0,-1.0,-2.0,?,-3.0,-20.7,100.2
NC(=O)CC1(CC(=O)O)CCCCC1,5.1,-2.0,98.4,0.0,-3.0,-1.0,-1.0,93.1,0.0,-22.5,97.4
O=C(NCc1ccccc1F)C1CCCN(C(=O)NC2CCCCC2)C1 (centres undefined),-1.6,-18.0,98.0,-8.0,-4.0,-4.0,-7.0,97.2,-7.0,-4.0,88.5
COc1ccc(S(=O)(=O)NC2CCCCC2)c(C)c1C,10.4,-5.0,104.0,-7.0,0.0,1.0,-7.0,104.5,-4.0,2.5,102.0
Cc1ccc2cc(CN(c3ccc(C)c(C)c3)S(C)(=O)=O)c(=O)[nH]c2c1,-0.8,-1.0,100.3,-3.0,0.0,1.0,-2.0,100.8,-3.0,7.5,101.3
SMILES,Mcl1-Noxa inh,Bcl-XL Bim block,RGS4-Gao reg,Bim-Bfl-1,Bcl-W Bim block,Bim-Mcl-1,Bim-Bcl-B,RGS7-Gao reg,Bim-Bcl-2,Mcl1 Bid PPI,RGS8-Gao
COc1cc(OC)cc(C(=O)NCC(=O)OCC(=O)c2cc(OC)ccc2OC)c1,17.3,-1.0,93.3,0.0,-2.0,-1.0,-4.0,97.4,-1.0,-1.7,96.5
CCOC(=O)c1cccnc1SCC(=O)N(CC)c1cccc(C)c1,-3.2,-4.0,100.7,-9.0,1.0,2.0,-4.0,103.4,-7.0,-5.9,100.0
Cc1cccc(OCCNC(=O)c2ccc(Oc3ccc(C(F)(F)F)cc3[N+](=O)[O-])cc2)c1,10.0,-2.0,98.9,0.0,-1.0,0.0,0.0,96.7,-1.0,-6.0,102.6
O=C(Nc1ccncc1)C1CCC(CNS(=O)(=O)c2cccc3nsnc23)CC1 (centres undefined),2.7,·,104.6,·,·,·,·,?,·,-9.5,102.8
O=C(CCC(=O)N1CCCC1)Nc1nnc(C2CCCCC2)s1,-4.0,0.0,128.2,-2.0,-2.0,2.0,0.0,128.9,0.0,-31.3,123.3
CCOC(=O)c1[nH]c(C)c(CC(C)C)c1C,13.6,2.0,98.1,-2.0,0.0,0.0,-1.0,?,0.0,-20.0,100.0
Cn1c(=O)[nH]c(=O)c2c1nc(CN1CCN(c3cccc(Cl)c3)CC1)n2CCCc1ccccc1,1.7,-4.0,99.0,-6.0,4.0,0.0,-2.0,101.7,-5.0,-9.0,102.6
CON(C)c1nc(NCC(C)C)nc(OCC#N)n1,10.3,37.0,96.7,34.0,25.0,30.0,21.0,97.3,16.0,2.0,92.9
S=c1[nH]nc(-c2ccco2)n1/N=C/c1ccc(Cl)cc1Cl,33.2,1.0,85.5,1.0,4.0,3.0,-12.0,98.7,0.0,-21.7,91.4
NS(=O)(=O)c1ccc(CCNC(=O)CC(NC(=O)c2ccccc2Cl)c2ccccc2)cc1 (centres undefined),12.6,·,102.4,·,·,·,·,?,·,-4.3,97.9
CCOC(=O)c1c(NC(=O)OC)sc(C(=O)N(CC)CC)c1C,16.6,0.0,103.4,3.0,5.0,0.0,-12.0,111.7,0.0,-7.3,98.8
COCCCN(C(=S)NC(=O)c1ccc(C(C)(C)C)cc1)c1c(N)n(Cc2ccccc2)c(=O)[nH]c1=O,5.5,-11.0,98.0,4.0,-6.0,-6.0,-16.0,98.9,-6.0,-17.0,97.2
O=C(CCn1c(=O)c2sccc2n(Cc2cc(=O)n3ccccc3n2)c1=O)NCc1ccco1,10.1,11.0,101.1,10.0,17.0,0.0,10.0,102.1,6.0,-22.5,100.5
CCC(=O)NC(c1ccc(OC)cc1)c1cc(Cl)c2cccnc2c1O (centres undefined),-41.4,0.0,99.8,-5.0,-1.0,0.0,-3.0,100.8,-3.0,-48.3,101.2
COc1cc(CNCC(C)C)c(Br)cc1OCC(=O)NCc1ccccc1,10.4,-4.0,101.7,-3.0,-5.0,-3.0,-4.0,97.3,-1.0,-6.0,103.3
COc1ccc(/C=C2\SC(=O)N(CC(=O)Nc3cccnc3)C2=O)cc1OC,-5.5,-2.0,103.1,-6.0,1.0,-2.0,-6.0,103.2,1.0,-16.5,105.2
COc1ccc(Nc2nc(NC(C)(C)C)nc(N3CCCC3)n2)c(OC)c1,-5.5,-17.0,97.4,-10.0,3.0,-72.0,-24.0,93.1,-13.0,-17.3,102.6
N#Cc1c(N)n(-c2cccc(O)c2)c2nc3ccccc3nc12,17.4,·,101.4,·,·,·,·,?,·,-1.9,101.4
Clc1cccc(/C=N/Nc2ncnc3ccccc23)c1,-25.8,0.0,92.5,-4.0,1.0,0.0,1.0,90.3,-1.0,-21.4,93.1
CCn1ccc(C(=O)Oc2ccc(C(C)C)cc2)n1,-1.2,1.0,101.5,-8.0,4.0,2.0,-4.0,99.0,-7.0,-26.5,99.7
COc1ccccc1NC(=O)Cn1nnc(-c2ccccc2NC(=O)c2ccco2)n1,-144.7,-5.0,·,-4.0,2.0,-4.0,-5.0,·,-7.0,-31.4,·
Cc1c(NC(=S)NC(=O)c2ccc(Br)o2)c(=O)n(-c2ccccc2)n1C,-31.9,-1.0,99.9,-3.0,-1.0,0.0,-1.0,107.2,-3.0,-23.2,99.9
NC(=O)Cc1nc(-c2ccc(Br)cc2)cs1,7.8,-4.0,101.8,-9.0,-1.0,-2.0,-6.0,103.1,-6.0,-4.6,103.3
CN(C)/C=C1/Nc2ccccc2C1=O,16.1,-2.0,103.2,-4.0,-1.0,-3.0,-6.0,100.1,-2.0,8.4,102.1
NC(=O)C1(N2CCCCC2)CCN(c2nc(-c3ccc(Br)cc3)cs2)CC1,38.3,0.0,101.9,-4.0,4.0,5.0,0.0,100.4,4.0,9.7,102.6
SMILES,Mcl1-Noxa inh,Bcl-XL Bim block,RGS4-Gao reg,Bim-Bfl-1,Bcl-W Bim block,Bim-Mcl-1,Bim-Bcl-B,RGS7-Gao reg,Bim-Bcl-2,Mcl1 Bid PPI,RGS8-Gao
COc1ccccc1NC(=O)CSCc1nc2ccccc2[nH]1,13.4,-2.0,98.2,3.0,-3.0,-4.0,0.0,97.8,3.0,51.6*,100.3
CC(=O)Oc1ccc2ccccc2c1C(NC(=O)Cc1ccccc1)c1ccccc1 (centres undefined),15.6,-5.0,111.7,-12.0,0.0,-4.0,-12.0,107.9,-8.0,-1.8,103.8
O=C(CC(=O)c1ccccc1)Nc1cccnc1Cl,13.0,-3.0,99.8,0.0,-1.0,-3.0,-3.0,99.4,2.0,-6.4,90.2
Cn1ncc([N+](=O)[O-])c1C(=O)N1CCOCC1,6.6,-2.0,112.8,-2.0,0.0,-2.0,-3.0,104.7,-3.0,13.2,110.0
O=C(O)c1ccc2c(c1)C1C=CCC1C(c1ccncc1)N2 (centres undefined),33.9,·,99.3,·,·,·,·,?,·,-50.0,96.4
CN1CCc2c(sc(/N=C/c3cc(Cl)ccc3O)c2C#N)C1,36.8,·,104.9,·,·,·,·,?,·,-54.8,104.0
O=C(c1ccc2c(c1)[nH]c(=S)n1c3ccccc3nc21)N1CCN(c2cccc(Cl)c2)CC1,26.4,-6.0,95.2,-9.0,-8.0,-4.0,-12.0,95.4,-3.0,47.3,100.9
COc1cc(/C=c2\sc3n(c2=O)C(c2ccccc2)C(c2ccccc2)=NN=3)ccc1O (centres undefined),28.6,-9.0,103.4,-12.0,-2.0,-6.0,-17.0,101.9,-4.0,-0.4,103.2

# Screening data as filed in PubChem BioAssay.
